ERG Ets-DNA blk: ERG Ets/DNA interaction inhibition. fluorescence polarization, His-ERG Ets domain / labelled DNA. Potency, µM (top dose mostly 76.9 µM), for the others: at the highest dose FP activity, negative = inhibition, usual class: inhibitors. hit rate 0.028% among 370,000. AID 624246; active means well fitted inhibition curve with a large enough effect in the polarisation, with a control signal flat; inconclusive means small, poorly fitted or top-dose-only effect, or effect the other way, or a change in a side signal; inactive means no such curve, though single readings can be large or run the other way; the % refers to the polarisation;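 further: polarization taken with two DNA probes labelled with fluorescein and Texas red; potency means the concentration at half of the fitted maximal effect; % of control where 0% means no effect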
Target sequence (P11308 whole entry, looked up, the tested form may be a part): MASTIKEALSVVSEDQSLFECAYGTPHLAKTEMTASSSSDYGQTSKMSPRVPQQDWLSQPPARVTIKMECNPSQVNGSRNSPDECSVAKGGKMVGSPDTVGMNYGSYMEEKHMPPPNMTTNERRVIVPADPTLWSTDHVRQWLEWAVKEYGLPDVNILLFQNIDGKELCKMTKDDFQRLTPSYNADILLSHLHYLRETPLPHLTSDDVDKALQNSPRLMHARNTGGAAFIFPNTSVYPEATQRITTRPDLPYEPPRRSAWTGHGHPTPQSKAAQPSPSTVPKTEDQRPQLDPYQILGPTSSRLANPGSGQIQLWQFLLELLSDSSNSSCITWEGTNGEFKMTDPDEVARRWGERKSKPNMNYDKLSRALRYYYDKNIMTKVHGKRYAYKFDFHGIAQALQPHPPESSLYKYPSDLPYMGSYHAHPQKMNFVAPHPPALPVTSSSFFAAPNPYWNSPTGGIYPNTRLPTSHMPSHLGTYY
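His-tagged ERG Ets domain (1 uM in the protein solution; 300mM KCl, 50mM Tris-HCl, 1mM EDTA, 1mM DTT, pH 7.5) received compound, then a probe mix of 5 nM fluorescein-DNA and 100nM Texas-615-DNA. Fluorescence polarization was read for both dyes.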
BAZ2B block: inhibitors of human BAZ2B bromodomain; Q9UIF8; AlphaScreen BAZ2B-H3K14Ac peptide displacement; Potency, µM (highest dose often 114 µM), inactives show top-dose activity change, negative = inhibition, hits mostly inhibitors; hit rate 4.4% among 360,000; AID 504333; further: potency means the concentration at half of the fitted maximal effect; on the % scale 0 is the no-effect control and ±100 the full control effect; nearly all actives have a fitted effect of over 60% in size
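AlphaScreen displacement: compounds (up to 110uM) incubated 30 min at room temperature with a preformed 50 nM BAZ2B/50 nM biotinylated H3K14Ac peptide complex in PBS pH 7.4 with Tween-20. Donor and acceptor beads at 10 ug/mL final added, 20 min light-protected before reading.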
HP1b binding inh: HP1-beta chromodomain-methylated histone interaction inhibition | P83916 | AlphaScreen HP1-beta / biotin-H3K9me3 peptide binding | Potency, µM (highest dose often 114 µM), inactives show at the top dose activity change, negative = inhibition, actives largely listed as inhibitors | hit rate 0.56% among 390,000 | AID 540317; further: potency means the concentration at half of the fitted maximal effect; nearly all actives have a fitted effect of over 70% in size; inactives centre near 23
Target sequence (P83916 whole entry, looked up): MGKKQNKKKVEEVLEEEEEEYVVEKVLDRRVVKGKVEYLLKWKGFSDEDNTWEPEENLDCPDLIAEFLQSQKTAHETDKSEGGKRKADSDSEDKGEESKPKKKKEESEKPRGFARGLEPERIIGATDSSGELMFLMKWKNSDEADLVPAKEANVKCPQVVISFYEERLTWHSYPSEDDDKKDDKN
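AlphaScreen: HP1-beta (50 nM) preformed 30 min with biotin-H3(1-18)K9me3 peptide (50 nM) in PBS pH 7.4, 0.01% Tween-20. Compound added for 30 min at RT, then streptavidin donor/nickel chelate acceptor beads (10 ug/mL) for 30 min.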
JMJD2A Tudor inh: inhibitors of human JMJD2A Tudor domain | hit rate 4.4% among 390,000 | Potency, µM (highest dose often 114 µM), without a hit: top-dose activity change, negative = inhibition, hits mostly inhibitors | AlphaScreen JMJD2A-Tudor / H3K4me3 peptide binding | O75164; further: potency means the concentration at half of the fitted maximal effect; on the % scale 0 is the no-effect control and ±100 the full control effect; nearly all actives have a fitted effect of over 50% in size
GLS inh: blocks human kidney-isoform glutaminase activity | GLS enzymatic activity, qHTS titration | AID 624170 | hit rate 0.21% among 410,000 | Potency, µM (titrated, usually from 45.5 µM), for inactives: at the highest dose activity change, negative = inhibition, usual class: inhibitors; further: potency means the concentration at half of the fitted maximal effect; on the % scale 0 is the no-effect control and ±100 the full control effect
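hKGA in 45 mM KH2PO4 pH 8.2, 0.02% Tween-20 with pin-transferred compounds; 1 mM L-glutamine (stock) plus glutamate oxidase/HRP/Amplex Red coupling added. Fluorescence read initially and after 30 min at RT.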
G9a inh: blocks human histone lysine methyltransferase G9a; Q96KQ7; G9a H3K9 monomethylation, AlphaScreen, 2 h; Potency, µM (highest dose often 102 µM), for inactives: at the top dose activity, negative = inhibition, actives largely listed as inhibitors; hit rate 8.8% among 350,000; AID 504332; further: potency means the concentration at half of the fitted maximal effect; on the % scale 0 is the no-effect control and ±100 the full control effect; nearly all actives have a fitted effect of over 75% in size
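AlphaScreen detection with an anti-monomethyl H3K9 antibody quantified product after a 2 h room-temperature reaction containing 500 nM biotinylated H3K9 peptide, 20 µM SAM and 20 nM enzyme, which had been preincubated 15 min with compound.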
PGK inhibitor: T. brucei PGK inhibition; P07378; PGK/GAPDH coupled, Kinase-Glo luminescence, 60 min; Potency, µM (titrated, usually from 57.5 µM), inactives show top-dose activity change, negative = inhibition, most hits filed as inhibitors; hit rate 0.043% among 380,000; further: potency means the concentration at half of the fitted maximal effect; on the % scale 0 is the no-effect control and ±100 the full control effect; nearly all actives have a fitted effect of over 60% in size
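Luminescent ATP detection (Kinase-Glo Plus) follows a 60-minute room-temperature incubation, with wells lacking PGK as controls. Buffer: 100 mM TEA (pH 7.6), 5 mM MgCl2, 0.01% Tween-20. Coupling enzyme GAPDH (100 nM final) supplies unstable 1,3-BPG in-well.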
Pin1 inhibitor: blocks the human prolyl isomerase Pin1; Q13526; Pin1 FP peptide displacement, HiFluor488, 10 min; Potency, µM (doses to about 115 µM), without a hit: at the top dose activity, negative = inhibition, usual class: inhibitors; hit rate 0.009% among 390,000; AID 504891; active means well fitted inhibition curve with a large enough effect in the polarisation, with a control signal flat, not every such curve was filed as active; inconclusive means small, poorly fitted or top-dose-only effect, or effect the other way, or a change in a side signal; inactive means no such curve, though single readings can be large or run the other way; the % refers to the polarisation; further: potency means the concentration at half of the fitted maximal effect; on the % scale 0 is the no-effect control and ±100 the full control effect
Target sequence (Q13526 whole entry, looked up): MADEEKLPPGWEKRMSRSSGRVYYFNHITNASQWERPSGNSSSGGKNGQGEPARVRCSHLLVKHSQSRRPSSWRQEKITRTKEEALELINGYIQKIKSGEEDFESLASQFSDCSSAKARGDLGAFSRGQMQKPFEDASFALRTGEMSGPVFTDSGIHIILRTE
PI4K2A inh: blocks human PI4K2A kinase activity. activity change, negative = inhibition, % at 76.9 µM. AID 1346378. Q9BTU6. hit rate 0.13% among 420,000. purified PI4K2A, ADP-Glo luminescence, 1 h; active compounds read low; in the data active means activity change below about -50%; inconclusive means mostly about -30% to -49%;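 further: -100% = wells without enzyme as full effect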
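Compounds are screened against recombinant PI4K2A using PI as substrate and ATP, the latter dispensed at 300 microM. Reactions run one hour at ambient temperature before ADP-Glo detection; full inhibition defined by wells lacking enzyme.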
Starred values were filed as active, the others as inactive; i = inactive; ? = inconclusive; · = no result given; & = joins results of further samples; [ ] = remark or other dose. Unless noted, the call rests on the fitted dose curve; in most records, active means well fitted curve in the direction sought with a large enough effect; inconclusive means small, poorly fitted or top-dose-only effect, or another doubt; inactive means no such curve, though single readings can be large; an effect the other way counts as inactive or inconclusive.

SMILES	ERG Ets-DNA blk	BAZ2B block	HP1b binding inh	JMJD2A Tudor inh	GLS inh	G9a inh	PGK inhibitor	Pin1 inhibitor	PI4K2A inh
O=C(Nc1c(-c2ccccc2)nc2ccccn12)c1ccc(Br)cc1	-1%	3%	8%	-19%	13%	-3%[59 µM]	-2%	2%	2
COc1ccc(NC(=O)c2ccc(NC(=O)C(C)C)cc2)c([N+](=O)[O-])c1	4%	5%	22%	-8%	-3%	0%[59 µM]	i	25%	3
Cn1cnc([N+](=O)[O-])c1NCc1ccccc1	-9%	-7%	38%	4%	0%	·	-7%	4%	-3
CCc1nc(-c2cc(S(=O)(=O)N3CCN(c4ccccc4)CC3)ccc2OC)no1	-5%	-1%	37%	5%	5%	-11%[59 µM]	-1%	5%	-3
O=c1cc(N2CCC3(CC2)OCCO3)[nH]c(=O)n1C1CCCCC1	-5%	23%	14%	-14%	-5%	4%	0%	-5%	-15
CCOc1ccccc1NC(=O)CNC(=O)CNC(=O)Cc1ccccc1	5%	-1%	13%	-1%	2%	-20%	6%	3%	2
Fc1ccc(Nc2c(-c3ccco3)nc3ccccn23)cc1	3%&12%	45µM*	-28%&-29%	?	10%&13%	?	-5%&-9%	-2%&1%	-1&-3
CC(=O)N1CCN(C(=O)c2cc(C)nc3ccccc23)CC1	12%	-11%	67%[activator]	-1%	-21%	13%[12.7 µM]	-4%	-1%	-4
CC(/C=C1\SC(=S)N(CCCC(=O)Nc2ccc(C(=O)O)cc2)C1=O)=C\c1ccccc1	60%[activator]	40µM*	-28%	?	0%	13µM*	?	?	1
CCc1nnc(NC(=O)COc2ccc3c(c2)OCO3)s1	5%	4%	-30%	-8%	9%	45µM*	-7%	23%	0
CCOC(=O)CSc1nnc([C@H](CC(C)C)NC(=O)OC(C)(C)C)o1	-4%	2%	19%	5%	4%	13%[59 µM]	-1%	-1%	-2
O=C(CSc1nnc(Cc2ccccc2)n1-c1ccc(F)cc1)N1CCOCC1	·	-21%	26%	-9%	0%	-14%[12.7 µM]	·	-5%	0
CCOc1ccc(CNC(=O)CCCc2cn(C)c3ccccc23)cc1OC	2%&-6%	?	19%&50%	?	7%&-2%	30%[59 µM]	i	2%&3%	-2&-6
Nc1c(Cl)cc(C(=O)NC2CC2)cc1Cl	28%	·	17%	-4%	-24%	·	3%	-2%	-1
COc1cc(/C=C(/C#N)c2ccc(F)cc2)ccc1Oc1ccc([N+](=O)[O-])cn1	-11%	-6%	10%	-20%	-3%	-2%[59 µM]	-10%	-3%	1
Cc1c(C#N)c2ccccc2n1CC(=O)O	6%	-9%	18%	10%[11.4 µM]	-5%	10%	-4%	-2%	5
COc1ccc(NC2=NCCCCC2)cc1	-1%	14%[57.1 µM]	32%	1%	-10%	·	-10%	-4%	0
Cc1ccnc(N/N=C/c2ccco2)n1	·	4%	22%	?	-3%	-4%	·	-4%	-18
COc1cc2nc(NCc3ccccc3Cl)n3nc(-c4cccnc4)nc3c2cc1OC	-5%	-1%	12%	-24%	-10%	8%[59 µM]	3%	-2%	-2
O=C(COC(=O)CCNS(=O)(=O)c1cccs1)Nc1cc(C(F)(F)F)ccc1Cl	4%	13%	29%	11%	-1%	-10%[2.33 µM]	-3%	0%	-7
O=C(O)c1ccc(NC(=O)c2cn(-c3ccccc3)nc2-c2ccc(F)cc2)cc1	2%	1%	33%	-17%	5%	5%	-2%	-8%	4
CCCn1c(=S)[nH]c2cc(C(=O)N3CCCC(C(=O)OCC)C3)ccc2c1=O (centres undefined)	6%	-6%	22%	-15%	12%	30%[59 µM]	-1%	7%	1
CCCC(O)(c1ccc(Cl)cc1)C(CN1CCOCC1)c1ccc(Cl)cc1 (centres undefined)	-5%	-32%	52%[activator]	-28%	-3%	-27%	-3%	-4%	1
CCCN(CC(=O)Nc1ccc(F)c(F)c1F)C(=O)CN1C(=O)NC2(CCCCC2)C1=O	0%	·	50%[activator]	-7%	-2%	·	10%	-9%	-2
COC(=O)c1cn(C(=O)c2ccccc2F)nc1N	-2%	-2%	8%	0%	0%	?	-2%	-4%	3
CC1=CCC2C(=O)N(c3ccc(C)c(Br)c3)C(=O)C2C1 (centres undefined)	3%	-3%	17%	-26%	4%	-9%[59 µM]	4%	2%	2
CN(C)C(CNC(=O)CSc1nc2sc3c(c2c(=O)n1C)CCC3)c1ccccc1 (centres undefined)	2%	5%	7%	-15%	4%	17%[0.501 µM]	-5%	0%	-4
C/C(=N/Nc1ccc(C(=O)O)cc1)c1ccc(O)c(O)c1O	0%	-33%	7%	10µM*	3%	3.5µM*	-8%	?	-7
CCOC(=O)c1c(-c2ccc(C)cc2)csc1NC(=O)c1cc(-c2ccc(OC)cc2)on1	0%	-2%	31%[activator]	-11%	-1%	6%[59 µM]	0%	2%	-8
CS(=O)(=O)N(CC(=O)Nc1ccc2c(c1)OCO2)Cc1ccccc1	·	4%	20%	-21%	3%	-33%[59 µM]	-9%	3%	1
CCc1nnc(NC(=O)CSc2nnc(Cc3cc(=O)[nH]c(=O)[nH]3)n2-c2ccc(OC)cc2)s1	-14%	·	32%	5%	4%	-15%	i	-8%	7
C/C(=C\c1ccccc1)CN1CCN(c2ccccc2F)CC1	0%	-38%	?	5µM*	-1%	?	·	4%	2
CCNC(=O)c1ccccc1NC(=O)c1cccc(S(=O)(=O)N2CCOCC2)c1	·	4%	23%	-22%	6%	4%	-10%	-4%	-4
Cc1ccc(O)c(-c2cc(C(=O)Nc3ccc(S(=O)(=O)Nc4nc(C)cc(C)n4)cc3)[nH]n2)c1	-1%	-37%	24%	-25%	18%	-7%[59 µM]	-4%	-2%	-5
COc1cccc2oc3cc(C#Cc4ccccn4)ccc3c(=O)c12	4%	40µM*	68%[activator]	22µM*	?	·	4%	?	-10
CC1CCN(S(=O)(=O)c2cccc(C(=O)NCc3cccs3)c2)CC1	8%	2%	32%	-2%	3%	30%[59 µM]	-8%	?	-2
COCCCNC(=O)CNC(=O)c1nn(-c2ccc(OC)c(Cl)c2)c(=O)c2ccccc12	-5%	5%	45%	-17%	3%	12%	·	-1%	3
CSc1ccccc1OCc1cc(C(=O)N2CCN(C)C(c3ccccc3)C2)no1 (centres undefined)	7%	·	1%	?	0%	·	i	17%	-1
COc1ccc(NC(=O)CS(=O)(=O)c2ccccc2)cc1	-2%	0%	15%	-15%	1%	9%	7%	-5%	-1
Cc1ccc(NC(=O)N2CCCC2C(=O)Nc2ccc3c(c2)OCCO3)cc1 (centres undefined)	12%	3%	12%[57 µM]	-14%	-13%	14%	1%	?	-2

An excerpt of these results, as labelled records.
CCCN(CC(=O)Nc1ccc(F)c(F)c1F)C(=O)CN1C(=O)NC2(CCCCC2)C1=O
  ERG Ets-DNA blk: 0%; BAZ2B block: ·; HP1b binding inh: 50%[activator]; JMJD2A Tudor inh: -7%; GLS inh: -2%; G9a inh: ·; PGK inhibitor: 10%; Pin1 inhibitor: -9%; PI4K2A inh: -2
COC(=O)c1cn(C(=O)c2ccccc2F)nc1N
  ERG Ets-DNA blk: -2%; BAZ2B block: -2%; HP1b binding inh: 8%; JMJD2A Tudor inh: 0%; GLS inh: 0%; G9a inh: ?; PGK inhibitor: -2%; Pin1 inhibitor: -4%; PI4K2A inh: 3
CC1=CCC2C(=O)N(c3ccc(C)c(Br)c3)C(=O)C2C1 (centres undefined)
  ERG Ets-DNA blk: 3%; BAZ2B block: -3%; HP1b binding inh: 17%; JMJD2A Tudor inh: -26%; GLS inh: 4%; G9a inh: -9%[59 µM]; PGK inhibitor: 4%; Pin1 inhibitor: 2%; PI4K2A inh: 2

Later entries
SMILES	ERG Ets-DNA blk	BAZ2B block	HP1b binding inh	JMJD2A Tudor inh	GLS inh	G9a inh	PGK inhibitor	Pin1 inhibitor	PI4K2A inh
Cc1ccc(NC(=O)CS(=O)CC(=O)N(CC(=O)NC2CCCC2)c2cc(C)ccc2C)cc1 (centres undefined)	-1%	-4%	14%	-15%	9%	19%	·	-9%	4
O=C(CSc1nc2ccc(NC(=O)c3ccccc3C(=O)O)cc2s1)Nc1ccc(F)c([N+](=O)[O-])c1	-8%	?	-21%	?	43%[activator]	?	-7%	-7%	2
COc1cccc(CNC(=O)C2CCCN(c3nnc(-n4c(C)ccc4C)s3)C2)c1 (centres undefined)	2%	-36%	-16%	-31%	1%	1%[59 µM]	i	2%	-1
O=C(NCCCN1CCOCC1)C1CCN(S(=O)(=O)c2cccc(C(F)(F)F)c2)CC1	·	-4%	32%	4%	-11%	30%[12.7 µM]	-4%	2%	0
COc1cccc(C(=O)N(Cc2ccc(C)o2)C2CCS(=O)(=O)C2)c1 (centres undefined)	-15%	-14%	-6%	-29%	-10%	-27%[59 µM]	·	3%	5

From PubChem
